P. falciparum M17LAP = P. falciparum M17LAP inhibitors, primary screen, biochemical, fluorogenic H-Leu-NHMec substrate, 1536-well (AID 1619); recombinant M17LAP, H-Leu-NHMec fluorogenic kinetic assay; higher % means a stronger effect; one-dose inhibition, % at 30 µM; IC50 in µM for titrated hits; 0.38% of 220,000 active;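 active = compound inhibiting the enzyme by more than half at any dose during confirmatory dose-response retesting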;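 also: plate controls were full reaction with DMSO carrier for no effect and no enzyme background for full effect; strong numbers were not always called active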
PMI inhibitors = inhibitors of human PMI, primary screen, biochemical, fluorescence intensity, coupled assay (AID 1209) | 0.42% of 190,000 active | Mannose-6-phosphate isomerase (Homo sapiens) | inhibition, % at 20 µM, or IC50 in µM where a hit was titrated | purified PMI enzyme, coupled fluorescence intensity; higher % means a stronger effect;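 also: plate controls were DMSO vehicle for no effect and wells lacking substrate for full effect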
K1F lysis inhibition = inhibition of K1F phage lysis, E. coli UTI89, bacterial capsule biogenesis inhibitors, alamar blue (AID 488966). E. coli UTI89 K1F phage lysis, alamar blue, 2 h; higher % means a stronger effect. inhibition, % at 100 µM; hits with a dose series show IC50 in µM. 0.02% of 340,000 active;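 active = phage lysis inhibition, versus mean bacterial control, above a set limit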;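 also: capsule biogenesis inhibitors block K1F phage lysis so surviving cells raise fluorescence; higher fluorescence means more inhibition of phage lysis; actives were called in the ten point dose series up to 300 µM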
XIAP antagonists = XIAP antagonists, biochemical, IAP family, fluorescence polarization (AID 1018); E3 ubiquitin-protein ligase XIAP (Homo sapiens); XIAP BIR domain, fluorescence polarization peptide displacement; higher % means a stronger effect; one-dose displacement, % at 20 µM; IC50 in µM for titrated hits; 0.007% of 200,000 active; in the data active = displacement above about 50%; also: a part of the inactive calls stands beside numbers as strong as those of hits
Hep lipid drop = inhibitors of hepatocyte lipid droplet formation, primary screen, imaging, high-throughput imaging, BODIPY stain | 0.4% of 240,000 active | AML12 mouse hepatocytes, oleate lipid droplets | AID 1656, 2009 | inhibition, % at 6.5 µM;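 active = lipid droplet intensity inhibited by at least 50%, with more than 500 cells counted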
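Material: mouse AML12 hepatocyte cell line, fixed after treatment; Timing: compound with oleate, overnight; Technique: high-content imaging of BODIPY-stained droplets and DAPI nuclei; Probe or stimulus: oleate, 100 µM final; Dosing: compound at 6.5 µM only.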
Siah-1 displacement = Siah-1 peptide-binding antagonists, primary screen, biochemical, fluorescence polarization, rhodamine-plectin, uHTS (AID 1817); 0.02% of 290,000 active; E3 ubiquitin-protein ligase SIAH1 (Homo sapiens); one-dose displacement, % at 20 µM; IC50 in µM for titrated hits; Siah-1 / rhodamine-plectin peptide fluorescence polarization; higher % means a stronger effect;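 active = displacement of at least 50% at 20 µM, with a fluorescence ratio check between 0.3 and a set limit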;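 also: plate controls were Siah plus tracer with DMSO for no effect and tracer alone without Siah for full effect; strong numbers were not always called active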
TNAP activation fold = human TNAP enzyme activators, primary screen, biochemical, luminescent, no phosphate acceptor, uHTS (AID 1001); 0.03% of 200,000 active; Alkaline phosphatase, tissue-nonspecific isozyme (Homo sapiens); one-dose activation fold at 20 µM; EC50 in µM for titrated hits; purified TNAP, luminescent activation assay, no phosphate acceptor; higher activation fold means a stronger effect; in the data active = activation fold from about 3, or a potency from the dose series; inactive = the rest, 99 in 100 with activation fold below about 1.6; also: many of its hits are not listed in these tables
PMI inhibition = human PMI inhibitors, high substrate, primary screen, biochemical, fluorescence intensity, high mannose 6-phosphate (AID 1220); recombinant PMI enzyme, coupled fluorescence intensity; higher % means a stronger effect; 0.66% of 190,000 active; inhibition, % at 20 µM; hits with a dose series show IC50 in µM
M1AAP inhibition = P. falciparum M1AAP inhibitors, biochemical, fluorogenic H-Leu-NHMec substrate, 1536-well (AID 1445) | Aminopeptidase N (Plasmodium falciparum (isolate 3D7)) | recombinant M1AAP, H-Leu-NHMec fluorogenic kinetic assay; higher % means a stronger effect | inhibition, % at 30 µM, or IC50 in µM where a hit was titrated | 0.42% of 220,000 active;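 active = primary inhibition above the hit cutoff, then over 50% inhibition at one or more dose response concentrations, cut at about 23% in these data, passing the limit was not always enough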;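 also: plate controls were DMSO full reaction for no effect and no enzyme background for full effect; strong numbers were not always called active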
Hep lipid drop cells 6.5 µM = also measured in Hep lipid drop; calls as there; cell count; measured here: cell count, cytotoxicity flag;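 cells counted across two imaged fields per well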
* hit, by the source's call; i = inactive; . = not tested or not shown; [ ] = dose if it differs, or a comment. Rule as the data show it, unless noted: active = inhibition above about 50%; inactive = the rest.

SMILES	P. falciparum M17LAP	PMI inhibitors	K1F lysis inhibition	XIAP antagonists	Hep lipid drop	Hep lipid drop cells 6.5 µM	Siah-1 displacement	TNAP activation fold	PMI inhibition	M1AAP inhibition
CCS(=O)(=O)c1ccc(C(=O)Nc2ccccc2OC)c(Cl)c1Cl	7%	-7%	-0.2%	-6.8%	-10	678	-1%	1.1	-6%	8%
COc1cc(/C=N/O)ccc1OCc1ccc(C(=O)O)cc1	16%	3%	0.4%	-9.9%	20	718	-2%	1	2%	6%
O=C(CSc1ccc(Cl)cc1)Nc1cc(-c2nc3ncccc3o2)ccc1Cl	4%	9%	.	-4.7%	25	599	4%	1.2	2%	1%
CCN(CCCNC(=O)CCc1nc(-c2ccc(OC)cc2)no1)c1cccc(C)c1	17%	20%	-0.3%	-4.9%	4	746	-3%	1.1	17%	20%
COc1ccccc1/C=C/C1(C(=O)NC2CCCC2)CC(=O)N1c1ccc(C)cc1 (stereo not given)	-1%	9%	-0.7%	-4.1%	24	789	14%	1.1	6%	0%
COc1cc(C(=O)NCc2nnc(SCC(=O)Nc3ccc4c(c3)OCO4)o2)cc(OC)c1OC	4%	-4%	0.0%	-5.1%	-8	717	0%	1	-2%	0%
Cc1ccc(S(=O)(=O)Nc2cc(C(=O)NCCN(C)C)ccc2N2CCCCC2)cc1	1%	6%	0.6%	-3.9%	-9	624	2%	1.1	6%	-1%
Cc1cc(C)c2cc(C(=O)N3CCc4ccccc4C3)[nH]c2c1	8%	.	0.6%	.	-18	722	16%	.	.	6%
Cc1ccc(-c2noc(CCC(=O)Nc3ccc(C)cn3)n2)cc1	1%	-8%	1.4%	-3.1%	.	.	3%	0.9	-13%	-3%
Cc1ccccc1C(=O)c1c[nH]c(C(=O)NCc2cccs2)c1	-1%	2%	0.5%	-1.8%	.	.	-2%	1.1	-5%	3%
CCN(CC)c1ccc2c(Nc3ccccc3)c(C=O)c(=O)oc2c1	-6%	.	0.8%	-2.4%	20	711	11%	1	.	-1%
COc1ccc(-c2c[nH]c(=O)[nH]c2=O)cc1OC	7%	1%	i	-4.3%	23	753	4%	1.1	5%	1%
Cc1nn(CCC(=O)NNC(=S)Nc2ccc(Cl)cc2)c(C)c1[N+](=O)[O-]	11%	10%	2.8%	-3.7%	14	748	-3%	2.5	14%	-9%
COc1cccc(-c2csc(N3CCN(CC(=O)NNC(=O)c4ccc(Br)cc4)CC3)n2)c1	-2%	21%	0.1%	-4.0%	-6	583	3%	1.2	19%	-2%
CN1/C(=C\C(=S)NC(=O)c2ccccc2Cl)C(C)(C)c2ccccc21	9%	14%	11%	-11%	16	633	-1%	0.7	4%	6%
Cc1ccccc1CN1CCN(S(=O)(=O)c2ccc(F)cc2)CC1	17%	-4%	-0.9%	-0.2%	-10	725	3%	1.1	-6%	-4%
NC1=NC[C@H](Cc2ccccc2)N1CCc1cccc(F)c1	-2%	.	10%	.	4	658	16%	.	.	4%
O=C(CCSc1nc2ccccc2o1)N1CCOCC1	-9%	-30%	-0.1%	-2.2%	-16	728	-2%	1.1	-21%	3%
O=C(c1ccccc1)c1ccc2nc(-c3ccc(NC(=O)c4ccccc4Br)cc3)[nH]c2c1	5%	-5%	1.7%	0.1%	38	665	14%	1.1	-6%	13%
COC(=O)C(NC(C)=O)(Nc1cccc(C)n1)C(F)(F)F (stereo not given)	3%	.	-0.1%	.	12	706	3%	.	.	-2%

An excerpt from above in order of SMILES length, low to high.
SMILES	P. falciparum M17LAP	PMI inhibitors	K1F lysis inhibition	XIAP antagonists	Hep lipid drop	Hep lipid drop cells 6.5 µM	Siah-1 displacement	TNAP activation fold	PMI inhibition	M1AAP inhibition
COc1ccc(-c2c[nH]c(=O)[nH]c2=O)cc1OC	7%	1%	i	-4.3%	23	753	4%	1.1	5%	1%
CCS(=O)(=O)c1ccc(C(=O)Nc2ccccc2OC)c(Cl)c1Cl	7%	-7%	-0.2%	-6.8%	-10	678	-1%	1.1	-6%	8%
O=C(CSc1ccc(Cl)cc1)Nc1cc(-c2nc3ncccc3o2)ccc1Cl	4%	9%	.	-4.7%	25	599	4%	1.2	2%	1%
CCN(CCCNC(=O)CCc1nc(-c2ccc(OC)cc2)no1)c1cccc(C)c1	17%	20%	-0.3%	-4.9%	4	746	-3%	1.1	17%	20%

The list continues:
SMILES	P. falciparum M17LAP	PMI inhibitors	K1F lysis inhibition	XIAP antagonists	Hep lipid drop	Hep lipid drop cells 6.5 µM	Siah-1 displacement	TNAP activation fold	PMI inhibition	M1AAP inhibition
CC1Cc2ccccc2N1C(=O)c1cnc2n(c1=O)CCS2 (stereo not given)	-7%	-6%	1.2%	-3.0%	.	.	1%	1.2	2%	0%
COc1ccc(CCNC(=O)CCC(=O)Nc2nnc(C(C)C)s2)cc1OC	-8%	-1%	0.6%	-9.4%	-4	577	-3%	1.2	3%	0%
CC(C)c1ccc(N2C(=O)CC(NNC(=O)c3ccccc3Cl)C2=O)cc1 (stereo not given)	-10%	.	-0.1%	.	-8	676	4%	.	.	4%
CC(=O)N1c2ccccc2C(=O)C1N1CCCCC1 (stereo not given)	8%	-15%	0.8%	-3.1%	.	.	1%	1	-1%	3%
CC(C)C1C(C#N)=C(N)Oc2n[nH]c(-c3cccs3)c21 (stereo not given)	47%	6%	-0.7%	-0.7%	.	.	5%	1	16%	6%
Cc1nc(CSc2nnc(C)s2)cs1	-7%	-23%	2.5%[50 µM]	-0.8%	-10	776	7%	1.1	-20%	2%
COc1ccc(CCNC(=O)CSc2ccccn2)cc1	-6%	-16%	0.4%	-7.9%	-10	595	0%	1.1	-8%	-1%
O=C(NCCC1=CCCCC1)c1cc(-c2ccncc2)nc2ccccc12	6%	7%	0.1%	-5.1%	13	693	-4%	1.1	9%	6%
COc1cccc(N2C(=O)C3C(C2=O)C2C=CC3C23CC3)c1 (stereo not given)	3%	11%	1.3%	-5.9%	0	561	1%	1	10%	-5%
CCSc1nc(-c2ccccc2)c(-c2ccccc2)n1CC(O)CO (stereo not given)	2%	0%	-0.1%	-3.0%	-21	687	0%	1.1	-6%	3%
O=C(CC(Nc1ccc(F)cc1)c1ccccc1)c1ccccc1 (stereo not given)	-9%	15%	0.1%	-5.4%	-12	660	4%	1.1	6%	2%
C/C(=N\Nc1ncc(Cl)cc1Cl)c1ccc(N2CCOCC2)cc1	9%	-54%	-1.2%	-4.3%	10	703	-2%	1.2	-31%	1%
CCOC(=O)C1=C(C)NC(C)=C(C(=O)OCC)C1C(=O)OCC(=O)N1CCCCC1CC (stereo not given)	3%	-4%	0.6%	-5.8%	-11	705	1%	1	-3%	3%
S=C(NCC1CCCO1)NC12CC3CC(CC(C3)C1)C2 (stereo not given)	-10%	4%	0.9%	-5.5%	-2	751	-2%	1	1%	-13%
CCOC(=O)CNc1nc(Cl)c(C#N)s1	2%	11%	0.2%	-11%	1	723	0%	1	15%	-5%
CSc1nc(C)c(C(=O)C[n+]2ccc(C)cc2)cc1C#N	4%	-7%	-0.9%	-4.6%	6	677	-3%	1	-8%	7%
C[C@H](NC(=O)c1nc[nH]c1C(=O)N[C@@H](Cc1ccccc1)C(=O)OC(C)(C)C)c1ccccc1	-8%	28%	0.4%	-3.3%	5	747	11%	1.2	26%	-12%
COc1ccc(CN(C)CC(=O)c2c(N)n(Cc3ccccc3)c(=O)n(C)c2=O)c(OC)c1	4%	21%	0.3%	-2.5%	-7	673	-6%	1.1	9%	-4%
CCCOc1ccc(CC(=O)NCc2ccco2)cc1OC	0%	5%	0.0%	-6.3%	19	748	2%	1.1	2%	0%
CCOc1ccc(NC(=S)Nc2ccc(OCC)cc2)cc1	.	8%	0.1%	-1.3%	-13	661	2%	1.1	10%	.
CC(NC(=O)c1ccc(Br)cc1Br)c1ccccc1 (stereo not given)	0%	-1%	.	-7.1%	-1	588	3%	1.1	-1%	2%
CC(C)N1C(=O)c2ccccc2N(Cc2ccccc2)S1(=O)=O	-7%	.	-0.6%	.	-20	746	12%	.	.	-2%
COc1ccc(N2CCN(S(=O)(=O)c3cccc4cccnc34)CC2)cc1	7%	7%	-3.4%	0.6%	.	.	-2%	1.1	21%	2%
O=C(Nc1ccc(F)c(F)c1)c1ccco1	-1%	.	-0.6%	3.5%	12	763	-4%	1.1	.	7%
NCCNc1ccc2nnnn2n1	0%	8%	0.0%	0.6%	15	760	-2%	1	7%	1%
O=C(Nc1ccccc1)c1cccnc1Nc1ccccc1	-10%	16%	-0.4%	-4.5%	1	759	-4%	1	16%	4%
Cc1cccc(C)c1NC(=O)CN1CCNCC1	1%	-1%	0.4%	-0.5%	3	772	-1%	1.2	-2%	0%
CCOc1ccc(/C=C(\C#N)C(=O)NCC2CCCO2)cc1OCC (stereo not given)	23%	18%	-0.1%	-3.6%	6	662	2%	1.1	-5%	15%
CC(C)[C@H](Nc1ccc(C(F)(F)F)cc1[N+](=O)[O-])C(=O)O	16%	.	0.0%	.	9	693	-5%	.	.	15%
CC(=O)c1ccc(NC(=O)CCc2c(C)nc3ncnn3c2C)cc1	8%	0%	0.0%	-7.8%	4	718	9%	1.1	4%	-2%
O=C(N/N=C/c1cc(Br)c(Br)o1)c1cccnc1	19%	16%	3.4%	-13%	1	599	-2%	1	40%	12%
Cc1cccc(/C=C/C(=O)c2ccc(N3CCOCC3)cc2)c1	5%	0%	.	-11%	0	638	0%	1.1	4%	2%
Cc1c(Cl)cccc1NC(=O)NCc1ccc(F)cc1	2%	10%	0.0%	-6.8%	-9	749	1%	1.1	12%	4%
Clc1c(-c2nnc3n2CCCCC3)sc2ccccc12	7%	-7%	1.0%	-1.8%	.	.	-4%	1.1	1%	10%
CC(=C/c1ccccc1)/C=N/n1c(-c2ccncc2)n[nH]c1=S	3%	29%	-0.1%	-0.3%	-3	649	0%	1	26%	4%
CCC(C)(C)c1nnc(NC(=O)c2cccc([N+](=O)[O-])c2)s1	22%	-7%	2.0%[50 µM]	-1.5%	-18	643	9%	1	-5%	-2%
COc1ccc([N+](=O)[O-])cc1NC(=O)Cc1c(Cl)cccc1Cl	-3%	-9%	0.4%	-3.8%	-9	729	-4%	1.4	-9%	10%
CC(C)OCCCNC(=O)Cn1nc(-c2ccccc2)ccc1=O	0%	-8%	0.0%	-3.8%	.	.	14%	1.1	-11%	0%
CCCCOC(=O)c1ccc(S(N)(=O)=O)o1	-10%	-3%	1.1%	-3.7%	18	722	1%	1	-1%	4%
O=C(Oc1ccc(Cl)c2cccnc12)c1ccco1	11%	3%	-0.5%	-5.5%	-1	825	-2%	1.1	2%	-1%

Screens deposited in PubChem by several laboratories.
